EBI2 antag = EBI2 receptor antagonists, beta-arrestin recruitment, primary screen, cell-based, luminescence, 7a,25-OHC stimulation, uHTS; G-protein coupled receptor 183 (Homo sapiens), P32249; 7a,25-OHC stimulated; inhibition, % at 5 µM; actives 0.81% (n = 360,000); AID 651636, 2012; in the data active = inhibition above about 38%;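 note: enzyme fragment complementation signal reports receptor beta-arrestin coupling in cells; 0% = agonist plus DMSO wells and 100% = wells without agonist; some results beyond the cut were filed as inactive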
Target sequence (P32249 whole entry, looked up, the tested form may be a part): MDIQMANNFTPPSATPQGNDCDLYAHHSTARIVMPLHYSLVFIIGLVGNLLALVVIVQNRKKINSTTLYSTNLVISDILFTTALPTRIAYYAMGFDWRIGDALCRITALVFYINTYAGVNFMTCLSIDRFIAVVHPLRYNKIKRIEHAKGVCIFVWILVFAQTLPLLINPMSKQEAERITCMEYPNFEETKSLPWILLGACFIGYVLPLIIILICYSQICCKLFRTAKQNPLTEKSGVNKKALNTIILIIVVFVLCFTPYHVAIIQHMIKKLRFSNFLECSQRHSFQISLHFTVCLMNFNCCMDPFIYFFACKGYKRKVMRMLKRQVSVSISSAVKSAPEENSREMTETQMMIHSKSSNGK
CXCR6 inh = CXCR6 receptor inhibitors, primary screen, cell-based, beta-arrestin, luminescence, CHO-K1 PathHunter, 1536-well | C-X-C chemokine receptor type 6 (Homo sapiens), O00574 | inhibition, % at 20 µM | actives 0.36% (n = 360,000) | AID 602244, 2012; in the data active = inhibition above about 34%, passing the limit was not always enough;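 note: antagonist mode with CXCL16 agonist at 10 nM final; 0% = 10 nM CXCL16 with DMSO and 100% = unstimulated wells without agonist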
Target sequence (O00574 whole entry, looked up): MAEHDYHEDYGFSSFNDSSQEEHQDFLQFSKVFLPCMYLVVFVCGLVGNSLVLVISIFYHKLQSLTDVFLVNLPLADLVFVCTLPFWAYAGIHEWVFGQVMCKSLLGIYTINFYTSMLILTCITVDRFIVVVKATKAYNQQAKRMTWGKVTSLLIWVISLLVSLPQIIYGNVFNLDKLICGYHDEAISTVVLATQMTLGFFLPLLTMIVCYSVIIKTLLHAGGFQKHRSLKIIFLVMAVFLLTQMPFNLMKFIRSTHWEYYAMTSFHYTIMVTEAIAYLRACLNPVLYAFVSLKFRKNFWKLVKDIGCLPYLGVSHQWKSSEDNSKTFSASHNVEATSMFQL
The depositor's hits bear a star.

SMILES	EBI2 antag	CXCR6 inh
CC(=O)Nc1ccc(NC(=O)C2(C)Cc3c(-c4ccc(NC(C)=O)cc4)ccnc3O2)cc1 (configuration not stated)	-10	10
O=C1NC[C@H](CCCCN2C[C@H](Cc3ccccc3)N(CCC3CCCCC3)C(=O)C2=O)N(CCc2ccc(O)cc2)C1=O	3	0
COc1ccc(C(C)(O)c2nc(-c3cccc(C(C)C)c3)cs2)cc1 (configuration not stated)	10	1
COc1cccc(CNC(=O)c2ccc(F)c(S(=O)(=O)N3CCCCC3)c2)c1	10	-3
Cc1ccc(S(=O)(=O)NC(=O)C2(C)CCN2C(=O)Cc2ccc(C(C)(C)C)cc2)cc1 (configuration not stated)	-8	-3
Cc1ccc(NC(=S)/C(C#N)=C2/Nc3ccccc3S2)cc1	18	9
CCOCCC(=O)Nc1ccc2c(c1)c(=O)n(C)n2Cc1cccc(C(F)(F)F)c1	-4	5
Cc1ccc(S(=O)(=O)N2C[C@H]3[C@H]4C(=O)N(c5ccccc5)C(=O)[C@H]4CC(=O)[C@H]3[C@@H]2c2ccccc2)cc1	-2	-2
CC(C)N1CCN(c2ccncc2S(=O)(=O)N2CCCCC2)CC1	0	4
Cc1ccc(C)c(NC(=S)N2CCC(C(=O)c3ccc(F)cc3)CC2)c1	4	1
COC(=O)N1CCCCC1c1cc(C(=O)N2CCOCC2)no1 (configuration not stated)	-11	-2
COc1cc(CNC(=O)C2CC(O)CN2C(=O)Nc2ccccc2)cc(OC)c1OC (configuration not stated)	0	-1
O=C(OCc1cn([C@H]2CN(CC3CCCCC3)[C@@H](c3ccccc3)C[C@@H]2O)nn1)c1ccccc1	-7	-3
COc1ccccc1NC(=O)N(C)C[C@H]1Oc2ncc(Br)cc2C(=O)N([C@H](C)CO)C[C@H]1C	2	4
Cc1ccc(NC(=O)CSc2nc3cc(C(=O)NCC4CCCO4)ccc3c(=O)n2CC2CCCO2)cc1 (configuration not stated)	8	-5
C[C@@H]1CN([C@H](C)CO)C(=O)c2cc(C#C[C@@H](C)O)cnc2O[C@H]1CN(C)C(=O)c1ccc(F)cc1	-6	-1
O=[N+]([O-])c1ccc(C=Nc2ccccc2)cc1	-1	-18
O=C(NCc1ccccc1Cl)[C@H]1CCCN1C(=O)[C@H]1CCCN1C(=O)c1cccs1	-8	-9
C[C@H](CO)N1C[C@H](C)[C@@H](CN(C)C(=O)Nc2ccc(N3CCN(C)CC3)cc2)OCc2cnnn2CCCC1=O	-8	0
CC(C)c1cccc(-c2csc(C(O)c3ccc(F)c(F)c3)n2)c1 (configuration not stated)	4	-4

3 entries drawn at random from the list so far:
SMILES	EBI2 antag	CXCR6 inh
O=C(OCc1cn([C@H]2CN(CC3CCCCC3)[C@@H](c3ccccc3)C[C@@H]2O)nn1)c1ccccc1	-7	-3
COc1ccc(C(C)(O)c2nc(-c3cccc(C(C)C)c3)cs2)cc1 (configuration not stated)	10	1
COc1ccccc1NC(=O)N(C)C[C@H]1Oc2ncc(Br)cc2C(=O)N([C@H](C)CO)C[C@H]1C	2	4

Other compounds.
SMILES	EBI2 antag	CXCR6 inh
CNC(=O)c1ccc(CN(C)C(=O)/C=C/c2ccc(S(=O)(=O)N3CCCCCC3)cc2)cc1	-3	-5
COc1cccc(-c2cc3nc(C)cc(N4CCN(C(=O)c5ccoc5)CC4)n3n2)c1	10	25
O=C1CCCCC(=O)[C@H](O)C[C@H](COCc2ccccc2)O1	-5	-12
COc1ccc(CN2C(=O)c3ccccc3C2c2nnnn2Cc2ccccc2)cc1 (configuration not stated)	-1	-4
CCCN(C)C[C@@H]1OCc2cnnn2CCCC(=O)N([C@H](C)CO)C[C@H]1C	-1	-9
CC(C)Oc1cc(F)ccc1-c1cc(C(=O)NCC2CCCCC2)[nH]n1	8	4
C[C@@H]1CN([C@@H](C)CO)C(=O)CCCn2nncc2CO[C@@H]1CN(C)S(=O)(=O)c1ccc(-n2cccn2)cc1	4	-2
COc1cccc(C(O)c2ncc(-c3ccc(C(F)(F)F)cc3)[nH]2)c1 (configuration not stated)	9	-12
CC(C)NC(=O)C1(C)CCCN1Cc1ccccc1 (configuration not stated)	7	5
CSc1ccccc1OCc1cc(C(=O)NCC(C)Oc2cccnc2)no1 (configuration not stated)	1	7
OCc1ccccc1-c1ccc2nccn2c1	-7	-2
CC(C)COC(=O)N1CCCC(c2cc(C(=O)Nc3ccccc3Cl)no2)C1 (configuration not stated)	-3	-7
O=C(Cc1c(Cl)cccc1Cl)OCC(=O)c1ccc[nH]1	-9	3
CN(Cc1ccccc1)C(=O)c1ccc(Nc2nc(CN)cs2)nc1	-11	-5
Cc1ccc(-c2cc3nc(-c4ccccc4)cc(NCCCO)n3n2)cc1	47*	6
CC(C)C[C@@H](COCc1cccc(Cl)c1)N1CCN(C(=O)c2ccc(C(F)(F)F)cc2)CCC1=O	21	5
C#CCN(C[C@H]1[C@H](OC(=O)NC2CCCC2)[C@H](OC(=O)NC2CCCC2)C[C@H]2C(=O)N(c3ccccc3)C(=O)[C@@H]12)S(=O)(=O)c1ccc(C)cc1	7	4
COc1ccc(-c2csc(C(O)c3ccc(F)c(F)c3)n2)cc1 (configuration not stated)	12	-11
CCc1nc2ccc(C(=O)NCCOc3ccc(OC)cc3)cn2c1N(C)Cc1ccc(N(C)C)cc1	49*	16
CCc1ccc2c(c1)NC(=O)C2(C)Cc1ccc(C(F)(F)F)nc1 (configuration not stated)	-14	-3

Compound profiles (already shown).
OCc1ccccc1-c1ccc2nccn2c1 in the list: EBI2 antag: -7; CXCR6 inh: -2
COc1cccc(-c2cc3nc(C)cc(N4CCN(C(=O)c5ccoc5)CC4)n3n2)c1 in the list: EBI2 antag: 10; CXCR6 inh: 25

Next part:
SMILES	EBI2 antag	CXCR6 inh
Cn1ccc2c(-c3cncc4ccccc34)cc3c(c21)C1CCC3C1 (configuration not stated)	19	3
COc1ccc2[nH]c3c(c(=O)c2c1)CCCC3	-5	8
CNS(=O)(=O)c1ccc(CNC[C@H]2O[C@@H](n3ccc(N)nc3=O)[C@H](O)[C@@H]2O)cc1	-8	2
CC(C)N1CCC(C)(C(=O)Nc2ccccc2Oc2ccccc2)C1 (configuration not stated)	-6	-7
CCc1ccc([C@@H]2CC(=O)[C@@H]3CN(S(=O)(=O)c4ccc(Cl)cc4)[C@H](c4ccc(C)cc4)C[C@@H]3N2S(=O)(=O)c2ccc(C)cc2)cc1	-1	1
CCN(C)C1CN(Cc2cn(Cc3ccc(F)cc3)nn2)S(=O)(=O)C1 (configuration not stated)	-15	8
C[C@@H]1CCCCO[C@H](CN(C)S(=O)(=O)c2cn(C)cn2)[C@@H](C)CN([C@H](C)CO)C(=O)c2cc(NC(=O)c3ccncc3)ccc2O1	-1	18
OC(c1cc(Cl)cc(Cl)c1)c1ncc(-c2cccc(F)c2)[nH]1 (configuration not stated)	8	-12
O=c1c2ccccc2sn1-c1ccc(Cl)cc1	29	3
CC(C)NC(=O)C1(C)CCN1C(=O)C(c1ccccc1)c1ccccc1 (configuration not stated)	-7	4
CC1(C(=O)NCCc2c[nH]c3ccccc23)CCN1CC1CCCCC1 (configuration not stated)	8	-6
COc1ccccc1CNc1nc(NCc2ccc(C)cc2C)c2sccc2n1	-32	6
CC1CCN(c2ccc3c(c2)S(=O)(=O)c2cc(C(=O)O)ccc2C3=O)CC1	1	7
CCc1nc2ccc(C(=O)NCCCn3ccnc3)cn2c1N(C)C(=O)COc1ccccc1	0	1
CCc1nc2ccc(C(=O)NCCCN3CCCC3=O)cn2c1N(CC)C(C)=O	-7	-7
CCNC(=O)c1cc2c(c(-c3cccc(-c4ccccc4F)c3)n1)[C@@H](CCO)N(C(=O)CC1CC1)C2	22	-4
Nc1nc(=O)n(C2OC(CO)C(O)C2O)cc1F (configuration not stated)	-5	5
CC(=NNS(=O)(=O)c1ccc(C)cc1)c1ccccc1	-10	2
COc1ccc(-c2ccc(C(=O)NCc3ccc(N(C)C)cc3)c3occc23)c(C)c1	5	16
CCOC(=O)[C@]12CCC=C1N(Cc1ccccc1)C(=O)[C@H](CC(=O)NCCC(C)C)C2	-6	-3
CC1(C(=O)NS(=O)(=O)c2cccc(F)c2)CCN1C(=O)C1CCCCC1 (configuration not stated)	-3	2
CCCCCC(=O)N1C[C@@H](n2cc(-c3ccc(F)cc3)nn2)[C@H](O)C[C@@H]1c1ccc(Cl)cc1	37	-10
COc1cc(NC(=O)[C@@H]2O[C@H](CO)[C@@H](O)[C@H]2O)cc(OC)c1OC	1	-6
Cc1cc(C)cc(CC(=O)N2CCC2(C)C(=O)NS(=O)(=O)c2ccc(C#N)cc2)c1 (configuration not stated)	-9	-2
C[C@H](CO)N1C[C@H](C)[C@@H](CN(C)S(=O)(=O)c2cn(C)cn2)OCc2cn(nn2)CCCC1=O	-2	1
Cc1noc(C)c1C(=O)OCC(=O)Nc1cccc(F)c1	-1	-1
O=C(NCc1nnnn1-c1ccc(Cl)cc1)C(=O)c1c[nH]c2ccccc12	-10	-9
CC(C)(C)n1nnnc1C(c1cc2ccccc2o1)N1CCOCC1 (configuration not stated)	-1	2
N#Cc1ccc(CN2CCN(C(=O)C3CC(=O)N(c4ccc5c(c4)OCCO5)C3)CC2)cc1 (configuration not stated)	-6	-4
C[C@H](CO)N1C[C@H](C)[C@H](CN(C)C(=O)c2ccccn2)Oc2cc(C#Cc3ccc(F)cc3)ccc2S1(=O)=O	15	-3
COc1cccc(CN2CCC2(C)C(=O)Nc2cccc3cccnc23)c1OC (configuration not stated)	29	33
CCCNC(=O)C1(C)CCCN(Cc2ccc3c(c2)OCO3)C1 (configuration not stated)	-1	5
CCc1nc2ccc(C(=O)Nc3cccc(OCC(=O)N(C)C)c3)cn2c1N(C)Cc1cc2ccccc2s1	3	0
C[C@@H]1CCCCO[C@@H](CN(C)C(=O)c2ccncc2)[C@@H](C)CN([C@H](C)CO)C(=O)c2cc(NC(=O)Cc3ccccc3)ccc2O1	9	-4
O=C(c1cc(COc2cccc(C(F)(F)F)c2)on1)N1CCCC1	-10	-4
CCN1C(=O)[C@H]2[C@@H](c3ccc(C(F)(F)F)cc3)N[C@]3(CCCN(Cc4ccc(Br)cc4)C3=O)[C@H]2C1=O	8	4
COc1cccc(C(C)(O)c2nc(-c3cnn(C)c3)cs2)c1 (configuration not stated)	-5	0
CC1(C(=O)Nc2ccc(Cl)c(Cl)c2)CCN1Cc1cc2ccccc2o1 (configuration not stated)	6	-3
Cc1ccc(F)c(S(=O)(=O)NC(=O)C2(C)CCN2C(=O)C2(c3ccc(Cl)cc3)CC2)c1 (configuration not stated)	4	-3
Cc1cc(C(=O)N2CCCC(C)(C(=O)NS(=O)(=O)C3CC3)C2)nn1C(C)(C)C (configuration not stated)	2	0

Molecules above with two or more sulfur atoms:
SMILES	EBI2 antag	CXCR6 inh
Cc1ccc(NC(=S)/C(C#N)=C2/Nc3ccccc3S2)cc1	18	9
CCc1ccc([C@@H]2CC(=O)[C@@H]3CN(S(=O)(=O)c4ccc(Cl)cc4)[C@H](c4ccc(C)cc4)C[C@@H]3N2S(=O)(=O)c2ccc(C)cc2)cc1	-1	1

Additional structures follow.
SMILES	EBI2 antag	CXCR6 inh
OC(c1ccco1)c1nc(-c2ccc(F)c(Cl)c2)cs1 (configuration not stated)	6	6
O=C(NCc1ccccc1)c1cnc(Cc2c[nH]c3ccccc23)c(I)c1	8	13
Cc1ccc(NC(=O)C2(C)CCN2Cc2ccccc2OC(F)F)cc1 (configuration not stated)	14	-2
CC(C)n1nnnc1C1c2ccccc2C(=O)N1Cc1ccco1 (configuration not stated)	-6	9
Cn1ccc2c(-c3ccccc3F)cc3c(c21)C1CCC3C1 (configuration not stated)	18	0
CCNC(=O)C1(C)CCCN(C(=O)c2ccc(C(F)(F)F)nc2C)C1 (configuration not stated)	2	4
CSc1ccc(OC2(C)CCN(Cc3ccc(OC(C)C)cc3)C2)cc1 (configuration not stated)	2	-4
CC(=O)c1ccc(-c2cnc3c(NC=O)cc(-c4ccc(C(=O)N5CCOCC5)cc4)cn23)cc1	6	2
C[C@@H](NC(=O)[C@@H]1CCCN1C(=O)[C@@H]1CCCN1C(=O)c1ccccc1)c1ccccc1	-4	-2
O=C(/C=C/c1ccc2c(c1)OCO2)NCCS(=O)(=O)N1CCN(c2ccccc2)CC1	8	3
N=c1ncn(C2OC(CO)C(O)C2O)c2nc(Br)[nH]c12 (configuration not stated)	-2	-7
N#Cc1cccc(NC(=O)c2cc(C3CCCCN3C(=O)c3ccccc3)on2)c1 (configuration not stated)	-2	1
CCc1nc2ccc(C(=O)N3CCN(C(=O)c4ccco4)CC3)cn2c1N(C=O)Cc1ccc(OC)cc1	-4	2
CCc1nc2c(OCC(=O)C(C)(C)C)cccn2c1N(C=O)Cc1ccc(OC)cc1	7	3
CCc1nc2c(OCc3ccc(OC(F)F)cc3)cccn2c1N(C)C(=O)c1ccc(OC)cc1	-4	10
O=C(c1cc(C2CCCCN2S(=O)(=O)c2ccc(F)cc2F)on1)N1CCOCC1 (configuration not stated)	-6	5
Cc1cc(C)c(S(=O)(=O)N2CCN(C(=O)CC(C)n3nc(C)nc3C)CC2)c(C)c1 (configuration not stated)	-4	10
CC1(C(=O)NS(=O)(=O)c2cccc(C#N)c2)CCN1C(=O)CC1CCCC1 (configuration not stated)	-9	-3
Cc1cc(C)c(CN2CCN(C(=O)CC[C@H]3O[C@@H](n4cnc5c(NC(=O)c6ccccc6)ncnc54)[C@H](O)[C@@H]3O)CC2)c(C)c1	5	-1
O=C(Nc1ccccc1)c1cc(C2CCCN(C(=O)c3ccccc3)C2)on1 (configuration not stated)	5	7
COC(=O)N1CCC2CC1c1c(Cl)cccc12 (configuration not stated)	-2	-5

Some of the compounds tested. The share of hits here may be higher or lower than overall.
